Screening results deposited in PubChem by National Center for Advancing Translational Sciences (NCATS).
Menin-MLL TR inh = qHTS Assay for Inhibitors Targeting the Menin-MLL Interaction in MLL Related Leukemias: Competition With Texas Red Labeled MLL-derived Mutant Peptide; Potency, µM (series often up to 61.6 µM), for inactives: top-dose FP activity change, negative = inhibition, usual class: inhibitors; AID 1768, 2009; 270,000 tested, 0.23% active; O00255; Menin + Texas Red MLL mutant peptide, fluorescence polarization; active = well fitted inhibition curve with a large enough effect in the polarisation, with a control signal flat, not every such curve was filed as active; inconclusive = small, poorly fitted or top-dose-only effect, or effect the other way, or a change in a side signal; inactive = no such curve, though single readings can be large or run the other way; the % refers to the polarisation; also: potency is read from the fitted curve at half-maximal effect; % of control where 0% means no effect; many of its hits are not listed in these tables
PKM2 activator = qHTS Assay for Activators of Human Muscle isoform 2 Pyruvate Kinase | Pyruvate kinase PKM (Homo sapiens), P14618 | purified PKM2, Kinase-Glo ATP luminescence, activation; response scale: 0% is enzyme alone, no compound | 260,000 tested, 0.34% active | Potency, µM (series often up to 57.5 µM), for inactives: top-dose activation, usual class: activators; also: potency is read from the fitted curve at half-maximal effect; % is scaled to controls: 0 for no effect and ±100 for the full control effect; nearly all actives have a fitted effect of over 55% in size
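ATP formation by purified human PK-M2, quantified via coupled luciferase luminescence after 1 h at room temperature with 0.1 mM ADP and 0.5 mM PEP final.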
B2AR arrestin = qHTS assay of beta-arrestin-biased ligands of beta2-adrenergic receptor. beta-arrestin recruitment to beta2AR, cell-based reporter. Potency, µM (top dose mostly 46.1 µM), inactives show top-dose activation, actives largely listed as activators. Beta-2 adrenergic receptor (Homo sapiens), P07550. 330,000 tested, 0.02% active. AID 492947, 2010;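 also: potency is read from the fitted curve at half-maximal effect; 0% = DMSO controls and full agonism = EC100 isoproterenol or metaproterenol; nearly all actives have a fitted effect of over 65% in size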
Target sequence (P07550 whole entry, looked up): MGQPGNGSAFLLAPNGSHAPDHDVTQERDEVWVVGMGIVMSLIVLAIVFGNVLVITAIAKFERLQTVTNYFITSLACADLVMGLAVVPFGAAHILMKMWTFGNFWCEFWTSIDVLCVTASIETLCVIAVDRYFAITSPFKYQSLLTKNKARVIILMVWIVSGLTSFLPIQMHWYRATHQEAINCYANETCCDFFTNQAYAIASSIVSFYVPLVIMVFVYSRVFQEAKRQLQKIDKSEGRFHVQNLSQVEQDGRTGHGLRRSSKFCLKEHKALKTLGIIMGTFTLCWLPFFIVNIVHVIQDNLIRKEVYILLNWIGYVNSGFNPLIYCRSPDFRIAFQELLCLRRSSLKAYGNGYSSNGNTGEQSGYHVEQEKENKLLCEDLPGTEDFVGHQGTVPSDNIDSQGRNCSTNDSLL
PTAP TSG101 blk = qHTS Assay for Iinhibitors of HIV-1 Budding by Blocking the Interaction of PTAP/TSG101. Potency, µM (series often up to 115 µM), for inactives: top-dose activity change, negative = inhibition, hits mostly inhibitors. 340,000 tested, under 10 active. Fluorescence polarization, FITC-PTAP peptide / Tsg101 binding; active = well fitted inhibition curve with a large enough effect in the main read-out, with a control signal flat, not every such curve was filed as active; inconclusive = small, poorly fitted or top-dose-only effect, or effect the other way, or a change in a side signal; inactive = no such curve, though single readings can be large or run the other way; also: potency is read from the fitted curve at half-maximal effect; % of control where 0% means no effect
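Tsg101 binding domain (10 uM final) was mixed with compound and a FITC-labeled PTAP peptide (50 nM final) in HEPES pH 7.5 buffer with NaCl, Tween 20, EDTA and TCEP; fluorescence polarization was read after 20 min at r.t.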
S-ASM inh = Inhibitors of Secretory Acid Sphingomyelinase (S-ASM): qHTS; Sphingomyelin phosphodiesterase (Homo sapiens), P17405; placental ASM, HMU-PC fluorogenic substrate, 60 min; Potency, µM (series often up to 57.5 µM), for the others: at the highest dose activity change, negative = inhibition, actives largely listed as inhibitors; 340,000 tested, 0.006% active; AID 504937, 2011; also: potency is read from the fitted curve at half-maximal effect
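Fluorogenic HMU-PC substrate (9 uM final) is turned over by placental ASM in 60 min at 37 C after a 10 min compound preincubation. Reaction ended by alkaline stop (pH 10), with fluorescence read at 386/447 nm.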
Integrin act MD = qHTS for Activators of Integrin-Mediated Alleviation for Muscular Dystrophy; alpha7betagal myoblasts, beta-gal FDG fluorescence, 48 h; 350,000 tested, 0.064% active; Potency, µM (doses to about 38.3 µM), inactives show at the highest dose activation, usual class: activators;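 also: potency is read from the fitted curve at half-maximal effect; 100% = response of the positive control SU9516; nearly all actives have a fitted effect of over 60% in size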
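alpha7betagal+/- myoblasts (passage 13, 250/well) treated 48 h at 37C with compounds at 1:260 dilution of DMSO stock. Lysed, then beta-galactosidase activity read as FDG fluorescence (ex 480/em 540) after 30 min, with pre-read for autofluorescence.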
Giardia killer = Small Molecules that selectively kill Giardia lamblia: qHTS | Giardia lamblia trophozoite viability | activity change, % at 7.66 µM, hits read low | 340,000 tested, 0.15% active; in the data active = activity change below about -80%; inconclusive = between about -30% and that limit;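 also: parasites exposed to compound for two days anaerobically before the ATP read; % is scaled to controls: 0 for no effect and ±100 for the full control effect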
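Each well holds 100 Giardia trophozoites and compound. After two days (48 hrs) at 37 deg C in anaerobic conditions, ATP is quantified by luminescence.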
BCR signal inh = qHTS Assay to Find Inhibitors of Chronic Active B-Cell Receptor Signaling; 340,000 tested, 0.05% active; AID 493014, 2011; ABC-DLBCL IkBa-CBG/CBR reporter, luminescence ratio, 4 h; Potency, µM (titrated, usually from 46.1 µM), inactives show top-dose ratio change, negative = lower green/red ratio, hits mostly inhibitors; active = well fitted inhibition curve with a large enough effect in the signal ratio, with a control signal flat, not every such curve was filed as active; inconclusive = small, poorly fitted or top-dose-only effect, or effect the other way, or a change in a side signal; the % refers to the signal ratio;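 also: potency is read from the fitted curve at half-maximal effect; plate controls were basal doxycycline-induced cells for no effect and cells given 10 µM MG132 for full effect; MG132 reads +100%, hits lower the ratio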
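TMD8 human ABC-DLBCL cells with doxycycline-inducible IκBα–green luciferase fusion and unfused red luciferase, in 0.5% FBS medium; compounds up to 46 uM, 4 h at 37C. Green/red luminescence ratio, filter-overlap corrected, fitted to concentration-response curves.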
Tb PFK block = qHTS Assay to Find Inhibitors of T. brucei phosphofructokinase; T. brucei PFK, ADP-Glo luminescence; Potency, µM (series often up to 57.5 µM), inactives show top-dose activity, negative = inhibition, actives largely listed as inhibitors; 330,000 tested, 0.17% active;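 also: potency is read from the fitted curve at half-maximal effect; 0% = uninhibited 1x PFK enzyme wells and -100% = no-enzyme wells; nearly all actives have a fitted effect of over 60% in size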
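Activity is normalized to no-enzyme wells (full inhibition) and 1.25 nM enzyme wells (no inhibition). Reaction: 0.5 mM F6P, 0.1 mM ATP, 45 min RT, ADP-Glo luminescence; concentration-response curves fitted and classed by quality.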
GALK inhibitor = qHTS Assay for Inhibitors of Human Galactokinase (GALK); AID 1868, 2009; 270,000 tested, 0.007% active; Potency, µM (highest dose often 57.5 µM), for inactives: at the highest dose activity change, negative = inhibition, actives largely listed as inhibitors; Purified GALK, Kinase-Glo residual ATP luminescence; also: potency is read from the fitted curve at half-maximal effect; % is scaled to controls: 0 for no effect and ±100 for the full control effect
Target sequence (P51570 whole entry, looked up): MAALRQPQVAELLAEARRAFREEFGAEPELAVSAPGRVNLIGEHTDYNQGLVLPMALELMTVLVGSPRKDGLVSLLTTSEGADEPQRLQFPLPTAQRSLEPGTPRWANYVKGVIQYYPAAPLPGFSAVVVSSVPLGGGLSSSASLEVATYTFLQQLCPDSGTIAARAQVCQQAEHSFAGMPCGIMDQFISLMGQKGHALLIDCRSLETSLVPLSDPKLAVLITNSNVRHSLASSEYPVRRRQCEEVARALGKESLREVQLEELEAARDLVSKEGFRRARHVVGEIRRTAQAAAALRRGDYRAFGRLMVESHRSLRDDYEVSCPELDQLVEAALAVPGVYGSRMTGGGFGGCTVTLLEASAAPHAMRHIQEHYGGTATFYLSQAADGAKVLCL
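Kinase-Glo Plus luminescence measured ATP left after a 1 h room-temperature reaction. The reaction used 5 nM GALK, 100 uM galactose and 35 uM ATP at pH 8.0 (20 mM HEPES, 5 mM MgCl2, 60 mM NaCl, 1 mM DTT, 0.01% BSA).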
FBPA coupling cs = qHTS Assay for Inhibitors of Fructose-1,6-bisphosphate Aldolase from Giardia Lamblia: Coupling assay counterscreen | AID 2472, 2010 | coupling enzyme system counterscreen, AmpLite Red fluorescence | activity change, negative = inhibition, % at 58.2 µM, hits read low | 290,000 tested, 0.67% active; in the data active = activity change below about -30%; also: % is scaled to controls: 0 for no effect and ±100 for the full control effect
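Counterscreen of the coupled detection system alone, without aldolase: glyceraldehyde-3-phosphate coupling enzymes plus AmpLite Red readout. Compounds at 57.5 uM final, 10 min RT preincubation, 20 min RT reaction, fluorescence 525/598 nm.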
The depositor's hits bear a star; ? = inconclusive; · = not tested or not shown. Unless noted, calls follow the shape of the dose curve; as a rule, active = well fitted curve in the direction sought with a large enough effect; inconclusive = small, poorly fitted or top-dose-only effect, or another doubt; inactive = no such curve, though single readings can be large; an effect the other way counts as inactive or inconclusive.

SMILES	Menin-MLL TR inh	PKM2 activator	B2AR arrestin	PTAP TSG101 blk	S-ASM inh	Integrin act MD	Giardia killer	BCR signal inh	Tb PFK block	GALK inhibitor	FBPA coupling cs
Cc1nc2nc[nH]n2c(=O)c1C/C=C/c1ccccc1	7%	-5%	0.0%	-2%	2%	3%	-6	4%	18%	-1%	5
COC(=O)C1=C(C)Nc2c(c(=O)n(C)c(=O)n2C)C1c1ccc(Cl)cc1 (stereo unspecified)	-1%	5%	-1.6%	-3%	5%	12%	-8	-3%	-5%	·	3
CC(C)CC(NC(=O)C(CC(C)C)NC(=O)C(Cc1ccc(OCc2ccccc2)cc1)NC(=O)OC(C)(C)C)C(N)=O (stereo unspecified)	?	1%	-0.7%	2%	1%	-31%	0	9%	-3%	4%	5
Cc1ccc(N=Nc2c(N)[nH]n3c(=O)cc(-c4ccccc4)nc23)cc1	?	3%	0.5%	-6%	-16%	-5%	-7	?	-4%	·	2
O=C(Nc1ccc(Oc2cccnc2)cc1)c1ccccc1F	-30%	-3%	0.5%	-3%	4%	15%	-11	?	-4%	2%	-5
CC(C)(C)OC(=O)N[C@@H](C(=O)OC(C)(C)C)c1ccccc1	·	·	0.0%	-2%	-1%	8%	?	3%	3%	·	·
CC1CCCN(S(=O)(=O)c2ccc(S(=O)(=O)NC(C)c3cccs3)cc2)C1 (stereo unspecified)	11%	-2%	0.1%	-11%	0%	-2%	7	10%	7%	0%	-4
CCC1Nc2ncnc(N3CCCCC3)c2N(Cc2ccc(Br)cc2)C1=O (stereo unspecified)	·	·	-0.5%	-6%	2%	-2%	-2	-6%	7%	·	·
CCOC(=O)c1c(C)c(C(=O)NCCN2CCOCC2)c(C)n1C	0%	-24%	-0.3%	-5%	4%	3%	25	8%	-3%	-3%	-3
Cc1nc2ncnn2c(C)c1CCC(=O)NC(C)CCc1ccco1 (stereo unspecified)	2%	0%	-0.5%	-2%	5%	20%	21	?	0%	-1%	2
O=C(CCCNC(=O)c1ccc(Cl)cc1)NCc1ccccc1Cl	-17%	·	0.2%	0%	0%	-18%	1	1%	-7%	5%	1
CCN(CC(=O)Nc1ccc(NC(C)=O)cc1)C(=O)/C=C/c1ccc([N+](=O)[O-])cc1	·	·	-1.0%	-1%	-5%	-11%	25	14%	-10%	·	·
O=C(Cc1cccc(NC(=O)C2CCN(C(=O)C3CC3)CC2)c1)Nc1cccc(C(=O)N2CCCC2)c1	·	·	-0.1%	-2%	5%	4%	-5	-4%	2%	·	·
Cc1ccc(-c2csc(NC(=O)COc3ccc(N(C)S(=O)(=O)c4ccc(C)cc4)cc3)n2)cc1	?	-6%	-0.9%	-4%	-2%	28%	0	-5%	7%	-2%	-6
Cc1ccc(S(=O)(=O)CCC(=O)NCCC2=CCCCC2)cc1	·	·	0.0%	-8%	0%	-27%	-22	16%	-11%	·	·
Cc1cc(C)nc(NC(=O)c2ccc(OC(C)C)cc2)n1	-7%	4%	-0.1%	-4%	5%	10%	-4	?	4%	0%	-1
COc1cccc(NC(=S)N2CCN(Cc3ccccc3)CC2)c1	-2%	-4%	-0.4%	-7%	-1%	-35%	8	0%	0%	1%	0
CCn1cc(C(=O)NCC(=O)NCCCN2CCOCC2)c(=O)c2cc3c(cc21)OCO3	3%	·	0.1%	-5%	3%	0%	3	0%	2%	-4%	0
COc1ccc(NC(=O)CSc2nc3ccccc3c3nc4ccccc4n23)cc1	4%	-2%	0.4%	0%	-2%	7%	-1	7%	0%	·	2
O=C(CSc1nnc(-c2ccncc2)o1)Nc1cccc(Cl)c1	·	·	-0.4%	?	-2%	27%	1	-7%	1%	·	·
Cc1ccc(N(C(=O)c2ccc3c(c2)OCO3)C2C=CS(=O)(=O)C2)cc1C (stereo unspecified)	·	3%	4.9%	1%	-1%	0%	20	?	3%	0%	·
O=C(/C=C/c1ccccc1)Nn1cnnc1	-10%	-3%	1.9%	-6%	-2%	5%	-1	5%	6%	1%	6
CCSCc1nnc(SCC(=O)Nc2nccs2)n1CC	3%	1%	-1.0%	0%	4%	-13%	12	2%	2%	1%	0
CNc1nnc(SCC(=O)c2cc(C)n(C3CC3)c2C)s1	·	·	-2.7%	-2%	5%	13µM*	-26	0%	6%	·	·
CC(C)OCCCNC(=O)c1ccc2c(c1)ncn2C1CCCC1	-2%	-4%	-0.2%	-2%	0%	7%	-1	3%	-3%	·	1
COc1ccc(NC(=O)CSCC(=O)N(C)Cc2c(F)cccc2Cl)cc1	·	·	-0.8%	1%	0%	-25%	5	?	4%	·	·
O=C(CCc1ccccc1)Nc1ccc(NC(=O)C2CCCCC2)nc1	21%	11%	-0.2%	1%	0%	4%	3	10%	8%	1%	3
CCn1cc(CN2CCC(n3nccc3NC(=O)CCOc3ccccc3)CC2)c(C)n1	·	·	-0.8%	-5%	3%	5%	1	-1%	5%	-5%	·
CCn1c(-c2cccn(Cc3ccc(Cl)cc3Cl)c2=O)n[nH]c1=S	-18%	16%	-0.4%	-3%	0%	11%	-10	1%	-2%	0%	1
CCOC(=O)C/C(C)=N/NC(=O)CNc1cccc(Cl)c1C	7%	4%	0.1%	-4%	-4%	-1%	5	-9%	24µM*	11%	-1
COc1ccc(C2C(C(=O)Nc3cccc(C)n3)c3ccccc3C(=O)N2C)cc1 (stereo unspecified)	-9%	19%	-0.4%	-6%	1%	11%	2	?	0%	2%	4
COc1ccc(-c2nc(CSCC(=O)NCC3CCCO3)c(C)o2)cc1OC (stereo unspecified)	25%	0%	0.0%	0%	4%	-27%	5	3%	0%	0%	1
Cc1cccc(N2CC(C(=O)Nc3nnc(SCC(=O)N4CCOCC4)s3)CC2=O)c1 (stereo unspecified)	?	-1%	-0.9%	-6%	3%	8%	-5	-1%	-5%	-2%	1
O=C(c1ccc(=O)[nH]n1)N1CCN(S(=O)(=O)c2ccccc2F)CC1	·	·	0.1%	-8%	1%	35%	7	3%	0%	·	·
N#C/C(=C(/O)COC(=O)c1ccccc1O)c1nc2ccccc2s1	?	3%	0.4%	8%	5%	16%	-15	?	9%	-15%	5
CCCN1CCN(CCCNC(=O)c2ccc(CS(=O)c3ccccc3C)o2)CC1 (stereo unspecified)	·	·	-0.3%	-6%	2%	15%	-21	3%	-7%	-4%	·
O=C(CSc1nnnn1-c1ccc(F)cc1)NC1CCCCC1	12%	12%	-0.2%	-5%	2%	4%	11	2%	-10%	-2%	4
Cc1ccc(Cn2c(SCC(C)C)nc3c2c(=O)n(C)c(=O)n3C)cc1	?	-7%	-0.2%	-1%	?	?	6	6%	4%	1%	0
CC1CC(C)CN(c2ccc([N+](=O)[O-])nc2)C1 (stereo unspecified)	-2%	1%	0.0%	-4%	-2%	16%	-3	5%	-4%	-2%	-1
CC[C@H](C)[C@H](NC(=O)OCc1ccccc1)C(=O)OCC(=O)N(C)CC(=O)Nc1ccccc1Cl	·	·	-0.3%	5%	-1%	8%	-3	4%	19%	·	·
C=CCn1c(SCc2nc3ccccc3c(=O)[nH]2)nc2sc3c(c2c1=O)CCCC3	·	-30%	-0.9%	-1%	-1%	8%	5	2%	3%	·	6
Cc1ccc(Cl)cc1N1CCN(C(=O)CN(C2CCCCC2)S(C)(=O)=O)CC1	10%	11%	0.2%	-1%	-2%	0%	-4	-14%	6%	-4%	0
COC(=O)c1ccc(COc2cc(C)ccc2C)o1	4%	·	0.1%	-5%	0%	7%	11	?	3%	10%	2
O=C(NCc1cccs1)c1ccc([N+](=O)[O-])cc1	9%	-4%	-0.1%	-1%	-3%	0%	-1	1%	-3%	0%	-2
O=C1OC(NC(=O)c2ccccc2)C(n2cc(CO)nn2)=C1Cl (stereo unspecified)	24%	-3%	-0.1%	2%	-1%	-30%	8	-4%	-18%	-4%	-1

Not all compounds are listed; the hit share may differ from the screen's.
